# Screens from PubChem BioAssay.
# All columns: NCI-60 one-dose screen, growth in % after 48 h at 10 µM unless noted; 100 = growth as untreated, 0 = no growth, -100 = all killed.
# NCI-H322M: NCI-H322M lung cancer; 80,000 tested, 2.7% active
# IGROV1: IGROV1 ovarian cancer. 79,000 tested, 4.7% active. AID 1794786
# NCI-H522: NCI-H522 lung cancer; 78,000 tested, 8% active; AID 1794739
# NCI-H226: NCI-H226 lung cancer. AID 1794732. 79,000 tested, 3.5% active
# KM12: KM12 colon cancer cells; AID 1794800; 82,000 tested, 5% active
# NCI/ADR-RES: NCI/ADR-RES ovarian cells | 81,000 tested, 4.4% active
# NCI-H23: NCI-H23 lung cancer | 80,000 tested, 4% active | AID 1794731
# NCI-H460: NCI-H460 lung cancer. 82,000 tested, 6.8% active. AID 1794736
# COLO 205: COLO 205 colon cancer; 79,000 tested, 7.3% active; AID 1794742
# * hit, by the source's call; . = no result given; [ ] = remark or other dose. The calls were made as follows: active = growth percent below 10; inactive = the rest.
SMILES,NCI-H322M,IGROV1,NCI-H522,NCI-H226,KM12,NCI/ADR-RES,NCI-H23,NCI-H460,COLO 205
CC(C)C(NS(=O)(=O)c1ccc(N=NC2CCC(N(C)C)CC2)cc1)C(=O)NCCOCCOCC(=O)NC(CCCCNC(=O)C(CCCCNC(=O)CC(=O)Nc1ccccc1Oc1ncc(C(F)(F)F)cc1Cl)NC(=O)COCCOCCNC(=O)c1ccc(N2CCN(Cc3ccc(Cl)cc3)CC2)c([N+](=O)[O-])c1)C(=O)NCCOCCOCC(=O)NC(CCCCNC(=O)CN1CCN(CC(=O)O)CCN(CC(=O)O)CCN(CC(=O)O)CC1)C(=O)O (stereo not drawn),92,107,87,89,111,100,100,101,102
CN(C)Cc1cccs1,101,.,94,94,101,101,94,108,107
NS(=O)(=O)c1ccc(CCn2c(SCC(=O)c3ccccc3)nc3ccccc3c2=O)cc1,103,105,92,99,104,97,98,108,119
C[C@H]1[C@H]2C3=CC[C@@H]4[C@@]5(C)C/C(=C/c6ccncc6)C(=O)C(C)(C)[C@@H]5CC[C@@]4(C)[C@]3(C)CC[C@@]2(C(=O)N2CCN(C)CC2)CC[C@@H]1C,78,84,70,86,67,81,93,68,.
COc1cc(-c2csc(NC(=O)c3cc(F)cc(C(F)(F)F)c3)n2)cc(OC)c1OC,68,44,-11*,28,27,50,50,20,25
Cc1ccnc(NS(=O)(=O)c2ccc(NC3Nc4nc5ccccc5nc4S3)cc2)n1 (stereo not drawn),97,85,98,.,103,104,93,100,.
CCCCCCCCOC(=O)c1ccccn1,99,103,.,104,103,99,91,109,106
CCOC(=O)c1ccc2c(c1)nc(-c1ccccc1)n2C1CCCCC1,83,106,74,120,95,105,90,107,76
CCCCCO/N=C\c1c2c(O)c3c(O)c(C)c4c(c3c1O)C(=O)C(C)(O/C=C\C(OC)C(C)C(OC(C)=O)C(C)C(O)C(C)C(O)C(C)/C=C\C=C(\C)C(=O)N2)O4 (stereo not drawn),53,31,6.3*,27,17,25,20,5.6*,2.9*
O=C(O)CCSCCC(=O)O,109,110,102,.,103,112,108,103,98
COc1cc2c(cc1OC(=O)C(Cl)Cl)c1c3c(OC)c(OC)c(OC)c4c5cc(OC)c(OC(=O)C(Cl)Cl)cc5c(c5c(OC)c(OC)c(OC)c2c51)c43,103,102,86,108,91,103,110,97,105
CCC(CC)C(=O)O.[Ag],113,108,94,87,105,103,95,95,114
CC12CC[C@@H]3[C@]4(C)COC(c5cn[nH]c5-c5cccc(Br)c5)O[C@@H]4CC[C@@]3(C)[C@@H]1CC(C1=CCOC1=O)O2 (stereo partly drawn),49,49,25,38,13,25,38,24,11
O=C(O)/C=C(\CCc1ccccc1)C(=O)O,112,.,98,112,105,111,101,116,114
Cc1ccc(-c2csc(NC(=O)CSc3nc(-c4ccccc4)cc(=O)[nH]3)n2)cc1,93,77,80,103,95,93,92,101,109
Cc1ccc(NC(=S)Nc2ccccc2)c(C)c1,.,110,81,105,110,112,.,115,117
C=C1c2nc3ccccc3n2C=C(c2cccc(Cl)c2)N1Cc1ccc(OC)cc1,45,.,-11*,94,13,10,29,4.6*,95
CC(=O)OCC1OC(OC2C(OC(C)=O)C(OC(C)=O)COC2(COC(C)=O)OC(C)=O)C(OC(C)=O)C(OC(C)=O)C1OC(C)=O (stereo not drawn),89,102,79,102,101,104,95,103,97
COc1c2ccccc2c(OC)c2[nH]c(=O)ccc12,22,81,71,37,36,58,-11*,-58*,38
O=C(CN1C(=O)S/C(=C\C(Cl)=C\c2ccccc2)C1=O)NCCCn1ccnc1,91,2.9*,-3.5*,42,34,81,24,69,4.9*
CNC(=O)OCc1c(COC(=O)NC)c(C)n(-c2ccc(OC)cc2)c1C,100,59,63,87,88,98,90,70,92
OC(c1cc2cc(Cl)c(Cl)cc2c2cc(C(F)(F)F)ccc12)C1CCCCN1 (stereo not drawn),-8.7*,-65*,-78*,-72*,-91*,-79*,-53*,-72*,-88*
C#C[C@]1(OC(C)=O)CCC2C3CCC4=CC(=O)CC[C@@H]4C3CC[C@@]21C (stereo partly drawn),105,105,89,92,106,94,95,100,106
O=C1c2cccc3cccc(c23)C(=O)N1CCCCCN1CCN(CCCCCOc2ccc(-c3nc4ccc(N5CCOCC5)cc4[nH]3)cc2)CC1,103,44,74,79,21,26,99,27,96
Cc1cc(C(=O)O)ccc1[N+](=O)[O-],177,128,.,114,102,105,108,106,113

# Quoted from the entries so far (3 entries):
SMILES,NCI-H322M,IGROV1,NCI-H522,NCI-H226,KM12,NCI/ADR-RES,NCI-H23,NCI-H460,COLO 205
C#C[C@]1(OC(C)=O)CCC2C3CCC4=CC(=O)CC[C@@H]4C3CC[C@@]21C (stereo partly drawn),105,105,89,92,106,94,95,100,106
O=C1c2cccc3cccc(c23)C(=O)N1CCCCCN1CCN(CCCCCOc2ccc(-c3nc4ccc(N5CCOCC5)cc4[nH]3)cc2)CC1,103,44,74,79,21,26,99,27,96
Cc1cc(C(=O)O)ccc1[N+](=O)[O-],177,128,.,114,102,105,108,106,113

# Back to the main list with the 2 entries that preceded the break.
SMILES,NCI-H322M,IGROV1,NCI-H522,NCI-H226,KM12,NCI/ADR-RES,NCI-H23,NCI-H460,COLO 205
O=C1c2cccc3cccc(c23)C(=O)N1CCCCCN1CCN(CCCCCOc2ccc(-c3nc4ccc(N5CCOCC5)cc4[nH]3)cc2)CC1,103,44,74,79,21,26,99,27,96
Cc1cc(C(=O)O)ccc1[N+](=O)[O-],177,128,.,114,102,105,108,106,113
C/C=C/c1ccc(O)c(OC)c1,103,111,105,102,109,106,99,120,143
O=C(Nc1cccc(-n2cc(-c3ccncc3)c(-c3ccc(Cl)c(O)c3)n2)c1)Nc1cccc(C(F)(F)F)c1,48,29,-11*,35,2.5*,25,15,7.3*,94
CCOC(=O)c1ccc(NC(=S)NC(=O)c2cccc(NC(C)=O)c2)cc1,98[100 µM],68[100 µM],47[100 µM],97[100 µM],76[100 µM],78[100 µM],72[100 µM],96[100 µM],111[100 µM]
C=C(C)C12C=C(C)C[C@@](C)(CC3[C@@]4(C)CC[C@H](O)C(C)(C)C4CC[C@]31C)C2=O (stereo partly drawn),95,99,82,88,95,95,104,101,99
O=C(Nc1ccc(Cl)cc1)Nc1ccc(Oc2ncnc3sc4c(c23)CCCC4)cc1,103,108,48,74,69,85,87,82,.
Cc1c(Cl)ccc([N+](=O)[O-])c1Cl,122,125,92,107,116,108,101,117,107
COc1ccc(-c2cc(-c3nnc(SCC(=O)Nc4ccc(/C(C)=N\O)cc4)n3-c3ccccc3)c3cc(OC)ccc3n2)cc1,79,40,35,86,61,71,86,84,94
C/C1=C\CC2CC[C@@](C)(O)[C@@H](CC/C(C)=C/CC1)C2(C)C,120,98,90,100,123,103,97,141,104
NCC(=O)NNc1n[nH]c(=S)n1N,109,117,83,98,108,98,105,111,121
CCCCCCCCCCCCC[N+](C)(C)Cc1ccccc1,82,-50*,-60*,-8.1*,-94*,90,-23*,1.0*,-92*
CCNc1ncnc2c1cnn2C1CCCCO1 (stereo not drawn),135,122,131,.,106,108,99,108,112
CCC(=O)Nc1ccc(OCc2nnc(-c3ccc(OC)cc3)o2)c(F)c1,120,131,80,92,94,94,98,104,106
COc1cccc(CC2(N3CCC(CN(CC(F)(F)F)C(=O)c4cc5ccccc5[nH]4)CC3)CC2)c1,79,53,69,53,59,64,45,66,68
COc1ccc(C(=O)Nc2cccc(C3CCc4c(cc(OC)c(OC)c4OC)O3)c2)cc1 (stereo not drawn),76,52,43,30,29,38,59,26,68
Cn1c(=O)[nH]c(=O)c2nc(/C=C/c3cccc(C(F)(F)F)c3)c(=O)[nH]c21,103,98,95,92,107,110,101,102,113
CCCNC(=O)c1ccccc1C(=O)NC1(C(=O)NCCC)CCCC1,102,120,89,97,116,101,99,103,125
CCN1CCN(c2ccc(Nc3ncc4ccc5ncn(C(C)C)c5c4n3)nc2)CC1,1.5*,-4.8*,.,.,-17*,2.1*,-26*,-30*,-40*
Cc1nc(N/N=C/c2ccccc2O)c(C#N)c(C#N)c1C,86,59,73,93,76,81,75,82,74
CCOC(=O)COc1ccc2c(c1)O/C(=C\c1ccccc1OC)C2=O,105,104,84,.,103,104,103,106,121
O=C(c1ccccc1)c1ccc(-c2ccc(O)cc2)cc1,38,26,26,89,35,44,66,44,142
O=[N+]([O-])c1ccc2c(c1[N+](=O)[O-])CCCC2,98,110,83,119,99,108,104,113,142
c1ccc2c(c1)CCCN2c1nc(N2CCCCC2)nc(N2CCOCC2)n1,92,98,88,98,93,97,101,103,108
CCc1ccccc1-n1c(=O)c(C#N)c(-c2ccc(O)cc2)c2c(N)[nH]nc21,122,126,102,108,102,113,98,115,157
O=C(c1ccc(Br)cc1)C(Br)C(c1ccc(Cl)cc1)C(c1ccccc1)[N+](=O)[O-] (stereo not drawn),101,108,86,99,93,96,91,95,110
CC1(C)Cc2cc(Br)ccc2O1,102,104,102,97,106,.,95,109,.
Cc1ccc2c(c1)/C(=N/c1nc(-c3ccccc3Cl)cs1)C(=O)N2,100,102,93,91,99,101,93,102,107
COC(=O)c1c(NC(=O)CC#N)sc(C)c1C,104,105,90,93,101,97,86,104,103
CCC/C=C/C=N/NC(=S)Nc1ccccc1,102,102,75,88,97,101,92,125,102
CCc1cc(O)ccc1Nc1cc(-c2ccc(O)cc2)[nH]n1,78,106,85,90,88,95,96,104,124
COc1cc(-c2noc(CNC(=O)OCc3ccccc3)n2)cc(OC)c1OC,99,93,94,90,102,99,96,100,114
CCOC(=O)c1sc(Nc2ccc(OC)cc2)nc1C,84,83,62,97,49,75,81,74,74
Cc1sc2ncn(CC(=O)Nc3ccc(S(=O)(=O)Nc4ncccn4)cc3)c(=O)c2c1C,101,102,94,.,108,105,102,107,.
S=C(Cc1ccccc1)N1CCOCC1,96,96,124,108,116,107,84,119,113
O=C(CSc1nnc(-c2cccs2)n1-c1ccccc1)Nc1cccc(F)c1,100,93,83,88,93,91,100,98,113
O=C(/C=C/c1ccccc1Cl)c1ccc(Cl)cc1,98,93,83,99,97,104,101,120,123
c1ccc(Oc2ccc(Nc3ncnc4onc(-c5ccccc5)c34)cc2)cc1,106,106,79,.,101,100,93,104,108
O=C(CN1C(=O)/C(=C\c2ccc(Cl)cc2)SC1=S)Nc1ncc(Cc2ccccc2)s1,103,105,92,.,101,102,101,103,115
C=CCCC1(C)NC(=O)NC1=O (stereo not drawn),108,115,86,105,.,103,96,104,102
Nn1c(=S)[nH]nc(/C=C/c2ccco2)c1=O,144,23,81,96,107,115,100,128,118
O=C(CSc1nc(-c2ccccc2)cn1-c1ccc(Cl)cc1)c1ccc([N+](=O)[O-])cc1,89,97,71,85,83,91,79,80,96
O=C1NC(c2ccc(O)cc2)=CC(c2c[nH]c3ccccc23)N1 (stereo not drawn),86,69,92,92,86,97,88,94,72
COc1ccc(OC)c(Nc2nc3c(s2)C2=CC[C@H]4[C@@H]5CC[C@H]([C@H](C)CCCC(C)C)[C@@]5(C)CC[C@@H]4[C@@]2(C)CC3)c1,97,92,96,103,101,103,104,106,117
OC12CCCCC1Oc1ccc3ccccc3c12 (stereo not drawn),.,105,88,107,104,100,.,105,102
c1ncc2[nH]cnc2n1,86,92,89,100,105,104,104,105,101
Oc1ccccc1C=Nc1cccc(C(F)(F)F)c1,100,115,103,98,107,102,110,104,115
Cn1c(=O)c2nc(SCCO)n(C)c2n(C)c1=O,99,103,.,102,115,118,110,110,103
Clc1ccc(CSc2nnc(-c3ccc4c(c3)nc(-c3ccccc3)n4C3CCCCC3)o2)cc1,87,105,61,75,72,68,77,74,.
O=C1CCC(N2Cc3c(NCc4ccc(-c5ccccc5)cc4)cccc3C2=O)C(=O)N1 (stereo not drawn),77,57,83,55,75,53,73,36,82
C[C@@H](Nc1c(C#N)cnc2ccc(-c3cnc4[nH]ncc4c3)cc12)c1ccccc1,-2.3*,-61*,13,-1.9*,30,18,21,15,84
O=C(Nc1c(F)cccc1F)c1cc2cc(Nc3nc(-c4ccccc4)nc4ccccc34)ccc2oc1=O,99,100,71,110,91,100,73,95,114

# Following part.
SMILES,NCI-H322M,IGROV1,NCI-H522,NCI-H226,KM12,NCI/ADR-RES,NCI-H23,NCI-H460,COLO 205
CC(=O)C1CCC2C3CC(C)=C4CC(O)CCC4(C)C3CCC12C (stereo not drawn),103,104,.,93,109,101,99,109,.
COC(=O)c1ccc(C(=O)OC)c2nn3c(N)nnc3nc12,137,102,97,106,105,96,102,123,143
CN1C(=O)C(=Cc2cn(Cc3cn(Cc4cccc5ccccc45)nn3)c3ccccc23)C(=O)N(C)C1=S,93,95,104,.,102,85,79,58,111
CCCCCCCCCCCCCCCc1ccc(N)c(OC2OC(CO)C(O)C(O)C2O)c1 (stereo not drawn),77,.,-64*,96,100,73,81,102,.
COc1ccc(OC)c(/C=C/c2nc(SCc3ccccc3)n(-c3ccc(Cl)cc3)n2)c1,83,44,67,73,31,19,54,24,114
CCN1C(=O)S/C(=C\c2ccc(Cl)c(Cl)c2)C1=O,104,82,105,94,106,96,88,99,113
CCCCCCCCCCCC(=O)OC(C)C(=O)NCCCC (stereo not drawn),92,107,104,86,105,101,97,105,109
O=C1OCCN1/N=C\c1ccccc1,104,103,86,98,104,108,107,107,103
Cc1c(Br)cccc1-c1nnc(C(c2ccc(F)cc2)N2CCCCC2)o1 (stereo not drawn),106,85,86,.,104,92,95,102,.
